HTT aggregate: reduces HttQ103-GFP aggregates in PC12 cells. 220,000 tested, 1.1% active. PC12 HttQ103-GFP aggregates, Acumen cytometry, 40 h. AID 1688. Potency, µM (highest dose often 46.1 µM), for the others: at the highest dose activity change, negative = inhibition, usual class: inhibitors; also: potency is read from the fitted curve at half-maximal effect; % is scaled to controls: 0 for no effect and ±100 for the full control effect; nearly all actives have a fitted effect of over 60% in size
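Read-out: GFP aggregate count by laser scanning cytometer (488 nm excitation, 500-530 nm emission, 1–25 µm objects >6 SD above background). Cells: PC12, inducible HTTex1-Q103-GFP, 100 nM tebufenozide; compounds titrated.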
aGlu spleen mod: lysosomal alpha-glucosidase (human) modulation | P10253 | Potency, µM (titrated, usually from 79.9 µM), without a hit: at the top dose activity change, negative = inhibition, actives largely listed as inhibitors | 240,000 tested, 0.006% active | human spleen homogenate, 4-MU-alpha-glucoside fluorescence;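 also: potency is read from the fitted curve at half-maximal effect; 0% = enzyme with vehicle and -100% = no enzyme basal signal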
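AC50 values come from Hill-equation fits of concentration-response data, normalized to no-enzyme and full-activity controls. Enzyme source: 1 ug human spleen homogenate; 1 mM fluorogenic 4-MU glucoside, pH 5.0 citrate buffer, 37 C, 40 min.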
GAA inh: blocks human lysosomal alpha-glucosidase; 200,000 tested, 0.005% active; P10253; AID 1466; Potency, µM (highest dose often 76.9 µM), for the others: top-dose activity change, negative = inhibition, most hits filed as inhibitors; purified human GAA, 4-MU-alpha-glucoside fluorescence;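 also: potency is read from the fitted curve at half-maximal effect; plate controls were uninhibited enzyme wells for no effect and no-enzyme background for full effect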
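AC50 values come from Hill fits of compound titrations (up to 77 uM) against 4 nM human enzyme. Substrate 4-methylumbelliferyl-alpha-D-pyranoside at 400 uM, pH 5.0 citrate buffer, 20 min room temperature; fluorescence Ex 365/Em 440 after alkaline stop.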
Lamin A splicing: LMNA splicing modulation. AID 1487. 200,000 tested, 0.01% active. HeLa LMNA splicing GFP/RFP minigene ratio, 48 h. Potency, µM (titrated, usually from 46.1 µM), for inactives: at the top dose ratio change, negative = inhibition, hits mostly inhibitors; active = well fitted inhibition curve with a large enough effect in the signal ratio, with a control signal flat, not every such curve was filed as active; inconclusive = small, poorly fitted or top-dose-only effect, or effect the other way, or a change in a side signal; the % refers to the signal ratio; also: potency is read from the fitted curve at half-maximal effect; % is scaled to controls: 0 for no effect and ±100 for the full control effect
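Read-out is the ratio of GFP to DsRed2 object intensity, acquired by 488 nm laser-scanning cytometry on HeLa lamin A-EGFP minigene reporter cells. Compound incubation 48 hrs at 37 °C in Opti-MEM with 2% FBS; DMSO 0.5% final.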
GAA glycogen mod: alters human alpha-glucosidase cleavage of glycogen; P10253; recombinant GAA, glycogen substrate, Amplex Red glucose oxidase fluorescence; Potency, µM (doses to about 76.4 µM), for inactives: at the highest dose activity change, negative = inhibition, most hits filed as inhibitors; 300,000 tested, 0.38% active;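 also: potency is read from the fitted curve at half-maximal effect; 0% = full enzyme reaction and -100% = no-enzyme basal signal; the screen sought inhibitors and activators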
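Recombinant enzyme (4 nM final) with compounds titrated up to 77 uM and bovine liver glycogen (30 ug) in citrate pH 5.0, 0.01% Tween-20, 37 C 40 min. Released glucose detected by Amplex Red/glucose oxidase (Ex 573/Em 610); AC50 from Hill fits.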
HTT cytoprotect: Huntington cell model cytoprotection by ATP luminescence. Potency, µM (doses to about 56.4 µM), inactives show cytoprotection (ATP increase), actives largely listed as activators. 230,000 tested, 0.14% active. PC12 HTT-Q103 induced, cytoprotection, ATP luminescence, 40 h. AID 1471;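 also: potency is read from the fitted curve at half-maximal effect; % of control where 0% means no effect; nearly all actives have a fitted effect of over 45% in size; toxic huntingtin expression switched on by the ecdysone agonist tebufenozide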
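PC12 cells stably carrying ecdysone-inducible Htt exon 1 (Q103)–GFP were induced with 100 nM tebufenozide (final) alongside library compounds in a dose series. Cytoprotection was scored as retained ATP by ATPlite luminescence.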
CBFb-RUNX1 inh: inhibitors of human CBF-beta and RUNX1 interaction | Q01196+Q13951 | AlphaScreen CBFb-His/RUNX1-biotin binding, biochemical | Potency, µM (titrated, usually from 59.8 µM), for inactives: at the top dose activity, negative = inhibition, actives largely listed as inhibitors | 230,000 tested, under 10 active; also: % of control where 0% means no effect
Target sequence (Q01196 whole entry, looked up): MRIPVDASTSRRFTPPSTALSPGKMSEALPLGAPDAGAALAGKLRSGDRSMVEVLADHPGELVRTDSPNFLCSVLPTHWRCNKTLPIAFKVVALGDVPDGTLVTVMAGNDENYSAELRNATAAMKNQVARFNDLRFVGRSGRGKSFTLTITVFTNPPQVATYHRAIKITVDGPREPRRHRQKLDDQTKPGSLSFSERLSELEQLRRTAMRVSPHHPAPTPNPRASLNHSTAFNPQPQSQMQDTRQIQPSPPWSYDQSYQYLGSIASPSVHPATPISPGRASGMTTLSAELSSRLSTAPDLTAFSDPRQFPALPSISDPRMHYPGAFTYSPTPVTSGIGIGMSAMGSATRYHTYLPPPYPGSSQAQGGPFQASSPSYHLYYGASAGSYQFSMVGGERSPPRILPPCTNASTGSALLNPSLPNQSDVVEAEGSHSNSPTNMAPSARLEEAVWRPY
Target sequence (Q13951 whole entry, looked up): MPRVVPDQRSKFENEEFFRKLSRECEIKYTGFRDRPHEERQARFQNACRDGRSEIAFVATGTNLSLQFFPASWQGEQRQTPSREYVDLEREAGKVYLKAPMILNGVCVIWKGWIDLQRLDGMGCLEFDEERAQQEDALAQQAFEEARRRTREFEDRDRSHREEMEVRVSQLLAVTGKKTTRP
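Room-temperature protein-protein interaction test with 30 nM each of His-tagged CBF-beta and biotinylated RUNX1, 15 min with compound, then 90 min with nickel plus streptavidin beads. Signal read in AlphaScreen mode.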
* marks the source's active call; other numbers are inactive results; ? = inconclusive; nt = not tested or not shown; [ ] = remark or other dose. Unless noted, calls follow the shape of the dose curve; as a rule, active = well fitted curve in the direction sought with a large enough effect; inconclusive = small, poorly fitted or top-dose-only effect, or another doubt; inactive = no such curve, though single readings can be large; an effect the other way counts as inactive or inconclusive.

#	Structure	HTT aggregate	aGlu spleen mod	GAA inh	Lamin A splicing
1	COc1ccc(C2CC(=O)c3c(C)nc(N4CCN(Cc5ccccc5)CC4)nc3C2)cc1OC (stereo not drawn)	?	-14%	-5%	?
2	Cc1ccc(NC(=O)C(=O)NNC(=O)c2cccs2)cc1	3%	0%	0%	6%[9.22 µM]
3	Oc1ccc(C[C@H]2CNC(=S)N2CCc2cc(C(F)(F)F)cc(C(F)(F)F)c2)cc1	-11%[9.22 µM]	-9%	nt	nt
4	O=C(NC(NC(=S)Nc1ccccc1C(=O)O)C(Cl)(Cl)Cl)c1ccccc1 (stereo not drawn)	-1%	4%	-1%	?
5	O=C(O)CC1(CC(=O)NCc2ccc(-c3cccs3)cc2)CCCCC1	-3%[9.22 µM]	-3%	-5%	nt
6	CSc1nsc(SC)c1C(=O)N1CCN(S(=O)(=O)c2ccc(C)cc2)C1C (stereo not drawn)	-15%	3%	?	-3%
7	Cc1nn(Cc2ccc(F)cc2)c2sc(C(=O)Nc3nccs3)cc12	3%	-3%	6%	?
8	CN1C(=O)CC(P(=O)(c2ccccc2)c2ccccc2)N(C)C1=O (stereo not drawn)	10%[9.22 µM]	2%	-9%	5%
9	O=C1C(=O)N(CC2CCCO2)C(c2ccccc2[N+](=O)[O-])/C1=C(/O)c1ccccc1 (stereo not drawn)	nt	-3%	5%	2%[46 µM]
10	Cc1ccc(C)c(S(=O)(=O)N2CCN(CC(=O)N3CCc4ccccc4C3)CC2)c1	18%	-4%	-6%	-6%
11	O=C1Nc2ccccc2C(O)(C(=O)NCc2ccc3c(c2)OCO3)N1c1ccc(Cl)c(Cl)c1 (stereo not drawn)	10%	1%	-3%	10%
12	CC1CN(C2=N/C(=C/c3ccc4c(c3)OCO4)C(=O)N2)CC(C)O1 (stereo not drawn)	?	-6%	-6%	nt

#	GAA glycogen mod	HTT cytoprotect	CBFb-RUNX1 inh
1	-7%	3%[0.074 µM]	-12%
2	-3%	-21%	9%
3	-9%	-17%[10 µM]	6%
4	-9%	-2%[10 µM]	-10%
5	2%	-4%[10 µM]	4%
6	-13%	-21%	3%
7	-3%	12%[10 µM]	2%
8	8%	7%	2%
9	-9%	nt	1%
10	-8%	-5%[10 µM]	-4%
11	8%	2%	-3%
12	-10%	-39%[inhibitor]	0%

Carrying on.
#	Structure	HTT aggregate	aGlu spleen mod	GAA inh	Lamin A splicing
13	O=S(=O)(/C(=C/c1ccc(C(F)(F)F)cc1)c1nc2ccccc2[nH]1)c1ccccc1	?	-11%	-7%	?
14	COc1ccc(NC(=S)NNC(=S)Nc2cccc(C(F)(F)F)c2)cc1	-4%[9.22 µM]	4%	-6%	nt
15	C[C@]12CC[C@@H]3c4ccc(O)cc4C[C@@H](CCCCCCCCCS(=O)CCCC(F)(F)C(F)(F)F)C3[C@@H]1CC[C@@H]2O (stereo partly drawn)	10%	nt	nt	-13%
16	Cc1ccc(-c2noc(CCCN3C(=O)c4ccccc4C3=O)n2)cc1	12%	-10%	-9%	8%
17	CCC(CC)C(=O)Nc1cccc(C(=O)Nc2nnc(C)s2)c1	14%	-3%	8%	nt
18	COc1ccc(-n2nc(C(=O)NCC(=O)N3CCN(Cc4ccc5c(c4)OCO5)CC3)c3ccccc3c2=O)cc1OC	-13%	2%	?	-4%[46 µM]
19	COc1ccc(CCNC(=O)NC2CCCCC2)cc1	-16%	9%	-3%	-4%
20	CCN(CC)C(=O)c1cccc2nc3ccccc3nc12	-11%[9.22 µM]	-4%	nt	nt
21	CS(=O)(=O)N1CCN(c2ccccc2NC(=S)NC(=O)c2ccccc2[N+](=O)[O-])CC1	-5%	-2%	-4%	nt
22	Cn1c(-c2cc3ccc(OC(=O)C(C)(C)C)cc3oc2=O)nc2ccccc21	4%	?	?	4%
23	Cn1c(=O)c2c(ncn2CC(=O)N/N=C/c2ccc(Br)s2)n(C)c1=O	-6%	-5%	3%	-15%
24	O=c1[nH]c2c(s1)C=Nc1ccccc1N2	16%	-5%	1%	-9%

#	GAA glycogen mod	HTT cytoprotect	CBFb-RUNX1 inh
13	-6%	2%[1.9 µM]	-2%
14	4.5µM*	-1%[10 µM]	-6%
15	nt	2%	nt
16	5%	16%	6%
17	12%	-30%	3%
18	1%	-46%[inhibitor]	-1%
19	7%	16%[1.9 µM]	5%
20	6%	-10%[10 µM]	8%
21	1%	-53%[inhibitor]	-16%
22	4%	-20%	13%
23	10%	1%[10 µM]	-8%
24	0%	-4%	-1%

Reformatted with values under each structure: two of the compounds above
Below each compound – HTT aggregate | aGlu spleen mod | GAA inh | Lamin A splicing | GAA glycogen mod | HTT cytoprotect | CBFb-RUNX1 inh
17. CCC(CC)C(=O)Nc1cccc(C(=O)Nc2nnc(C)s2)c1
  14% | -3% | 8% | nt | 12% | -30% | 3%
23. Cn1c(=O)c2c(ncn2CC(=O)N/N=C/c2ccc(Br)s2)n(C)c1=O
  -6% | -5% | 3% | -15% | 10% | 1%[10 µM] | -8%

The list goes on:
#	Structure	HTT aggregate	aGlu spleen mod	GAA inh	Lamin A splicing
25	Cc1cccc(NC(=O)N(Cc2nc3ccccc3c(=O)[nH]2)C2CCCC2)c1	15%	-7%	-2%	11%
26	O=C(NC1CCCCCC1)c1cc2n(n1)C(C(F)(F)F)CC(c1ccco1)N2 (stereo not drawn)	4%	-2%	?	-4%
27	Brc1ccccc1Cn1c(-c2cscn2)nc2ccccc21	32%	-6%	0%	19%
28	CCn1c(C)nc2cc(C(=O)NNC(=S)Nc3ccccc3OC)ccc21	3%[9.22 µM]	-2%	2%[15.4 µM]	nt
29	CN(C)S(=O)(=O)N1CCN(c2ccc([N+](=O)[O-])c(N3CCCCC3)c2)CC1	13%[9.22 µM]	-2%	-9%	?
30	O=C1C=CN(Cc2ccccc2)CC1	-14%[9.22 µM]	0%	nt	nt
31	O=C(CSc1nnc(-c2ccccc2O)o1)Oc1ccc(OCc2ccccc2)cc1	?	-4%	1%	?
32	O=C(CCCSc1nc(-c2ccco2)cc(C(F)(F)F)n1)Nc1ccc2c(c1)OCO2	-12%	-1%	-6%	?
33	CCN(CC)C(=O)C(Sc1ccccc1)c1ccccc1 (stereo not drawn)	10%	-2%	2%	-10%
34	CC(=O)c1cccc(NC(=O)C(=O)Nc2cccc3ccccc23)c1	-5%[9.22 µM]	-9%	-1%	7%[46 µM]
35	COc1ccc2c(c1)C(=O)[C@@H](OC(=O)NS(=O)(=O)c1ccc(C)cc1)[C@H](c1ccc(OC)c(Br)c1)O2	nt	1%	nt	nt
36	COc1ccc2c(c1OC)C(Cc1ccccc1)N1CCc3cc4c(cc3C1=C2)OCO4 (stereo not drawn)	nt	4%	nt	nt

#	GAA glycogen mod	HTT cytoprotect	CBFb-RUNX1 inh
25	-3%	-2%[10 µM]	0%
26	6%	-14%	0%
27	-11%	4%[10 µM]	-11%
28	?	5%[10 µM]	1%
29	5%	-9%[10 µM]	?
30	10%	14%[10 µM]	1%
31	-5%	-22%	4%
32	-13%	-18%[10 µM]	1%
33	-1%	3%	7%
34	1%	3%[10 µM]	1%
35	nt	-33%[inhibitor]	1%
36	nt	-43%[inhibitor][1.9 µM]	6%[21.7 µM]

Given as a markdown table: three of the compounds above
| # | Structure | HTT aggregate | aGlu spleen mod | GAA inh | Lamin A splicing | GAA glycogen mod | HTT cytoprotect | CBFb-RUNX1 inh |
| --- | --- | --- | --- | --- | --- | --- | --- | --- |
| 25 | Cc1cccc(NC(=O)N(Cc2nc3ccccc3c(=O)[nH]2)C2CCCC2)c1 | 15% | -7% | -2% | 11% | -3% | -2%[10 µM] | 0% |
| 29 | CN(C)S(=O)(=O)N1CCN(c2ccc([N+](=O)[O-])c(N3CCCCC3)c2)CC1 | 13%[9.22 µM] | -2% | -9% | ? | 5% | -9%[10 µM] | ? |
| 32 | O=C(CCCSc1nc(-c2ccco2)cc(C(F)(F)F)n1)Nc1ccc2c(c1)OCO2 | -12% | -1% | -6% | ? | -13% | -18%[10 µM] | 1% |

Next compounds
#	Structure	HTT aggregate	aGlu spleen mod	GAA inh	Lamin A splicing
37	O=C(COC(=O)CSc1nnc(-c2ccc(Cl)cc2)o1)Nc1cc(Cl)cc(Cl)c1	1%	-6%	0%	-4%
38	COCc1c(Br)c(C)nc(OCC(=O)N/N=C/c2cc(C)n(-c3ccc([N+](=O)[O-])cc3)c2C)c1C#N	0%	-3%	-8%	0%
39	Cc1c(F)cccc1NS(=O)(=O)c1ccc(OCCNS(C)(=O)=O)cc1	-30%	3%	-3%	nt
40	Cc1nn2c(NCCN3CCOCC3)c3c(nc2c1-c1ccccc1)CCCC3	-19%[9.22 µM]	3%	nt	nt
41	COCc1cc(C)nc(OCC(=O)N/N=C/c2ccc(C)o2)c1C#N	3%	-4%	4%	nt
42	C=CCC1(N(C(C)=O)c2ccccc2)CCCCC1	nt	3%	?	nt
43	COc1ccc(C(=O)C2CCCN(C(=O)Cn3ccc(C)n3)C2)cc1OC (stereo not drawn)	20%[9.22 µM]	-1%	1%	nt
44	Brc1cccc(-c2nnc3sc(CN4CCC5(CC4)OCCO5)cn23)c1	-21%	0%	-1%	8%
45	Cc1ccc(S(=O)(=O)c2cc(O)ccc2O)cc1C	15%	1%	-9%	nt
46	CCCN(CCC)C(=S)Nc1cc(C(=O)OC)ccc1C(=O)OC	6%	0%	4%	?
47	Cc1nc(C)c(C(=O)C2=C(O)C(=O)N(CCN(C)C)C2c2ccccc2)s1 (stereo not drawn)	-14%	-17%	1%	16%
48	COc1ccc(-c2cc(C(F)(F)F)n3ncc(C(=O)NCC4CCCO4)c3n2)cc1 (stereo not drawn)	?	-3%	3%	-2%
49	Cc1cc2c(c(=O)o1)C(c1cccs1)C(C#N)=C(N)O2 (stereo not drawn)	23%	-2%	-3%	-10%
50	CCN1CCN(C(=O)c2cc3cc4ccc(OC)cc4nc3s2)CC1	?	-1%	?	-11%

#	GAA glycogen mod	HTT cytoprotect	CBFb-RUNX1 inh
37	0%	-9%[10 µM]	8%
38	14%	32%[10 µM]	-15%
39	4%	-10%	-7%
40	3%	-6%[10 µM]	7%
41	-8%	-1%	3%
42	6%	nt	-2%
43	-11%	15%[10 µM]	-4%
44	-6%	-14%	1%
45	?	9%	-2%
46	-1%	nt	0%
47	4%	-2%	2%
48	4%	-20%[10 µM]	11%
49	-10%	-14%[10 µM]	-2%
50	6%	4%	3%
